Source: PubChem BioAssay (several laboratories)
MEKK2wt PB1 HTS: raises or lowers MEK5 binding to wildtype human MEKK2 PB1 domain | Q9Y2U5 | bead flow cytometry, Alexa488-MEK5 binding to MEKK2 WT; actives lie on both sides | binding response (% of control), % at 10 µM | 290,000 compounds, 1.1% hits; in the data active = binding response below about 67% or above about 130%
PfM18AAP inh: PfM18AAP enzyme inhibition; inhibition, % at 7.35 µM; 290,000 compounds, 1.2% hits; AID 1822; recombinant PfM18AAP, H-Glu-NHMec fluorogenic cleavage;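 active = inhibition above the campaign mean inhibition over all tested compounds plus 3 SD, cut at about 28% in these data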;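 also: 0% = plate median of test compound wells and 100% = 2 mM ZnCl2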
V1R ag counter: counter-screen for oxytocin receptor agonists: human V1a receptor agonists | activation, % at 3 µM | P37288 | CHO-V1R cells, Fluo-8 calcium fluorescence, agonist mode; 0% DMSO, 100% 3 nM vasopressin | 320,000 compounds, 0.25% hits;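 active = activation above the mean activation of all tested compounds plus 3 SD, per screening run, cut at about 20% in these data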;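 also: signal is peak over basal fluorescence ratio across a 100 second FLIPR read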
Target sequence (P37288 whole entry, looked up): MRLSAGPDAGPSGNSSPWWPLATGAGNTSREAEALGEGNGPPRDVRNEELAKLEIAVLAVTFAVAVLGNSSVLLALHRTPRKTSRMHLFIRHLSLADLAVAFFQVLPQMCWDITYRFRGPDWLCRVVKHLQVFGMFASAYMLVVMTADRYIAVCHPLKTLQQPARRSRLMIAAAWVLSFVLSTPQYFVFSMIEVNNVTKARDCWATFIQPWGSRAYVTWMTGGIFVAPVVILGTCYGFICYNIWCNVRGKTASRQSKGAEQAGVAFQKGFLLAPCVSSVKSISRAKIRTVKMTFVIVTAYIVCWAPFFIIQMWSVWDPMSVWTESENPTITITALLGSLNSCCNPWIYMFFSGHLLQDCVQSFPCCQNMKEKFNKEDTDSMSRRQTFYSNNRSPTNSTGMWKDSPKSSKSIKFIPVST
NALP1 yeast inh: NALP1 inhibition. inhibition, % at 10 µM. S. cerevisiae NALP1/ASC/caspase-1 growth, X-gal OD620, 72 h. 280,000 compounds, 0.61% hits; in the data active = inhibition mostly above about 24%, no sharp cut-off; inactive = mostly below about 32%; also: some compounds called inactive have numbers as strong as hits
OXTR ag: agonists of human oxytocin receptor | P30559 | CHO-OTR cells, Fluo-8 calcium fluorescence; normalized: DMSO 0%, oxytocin 100% | activation, % at 3 µM | 320,000 compounds, 0.32% hits | AID 2435;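 active = activation above the mean of all tested compounds plus 3 SD, cutoff set per screening run, cut at about 20% in these data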;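 also: peak over basal fluorescence ratio from a 100 s FLIPR kinetic read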
Target sequence (P30559 whole entry, looked up): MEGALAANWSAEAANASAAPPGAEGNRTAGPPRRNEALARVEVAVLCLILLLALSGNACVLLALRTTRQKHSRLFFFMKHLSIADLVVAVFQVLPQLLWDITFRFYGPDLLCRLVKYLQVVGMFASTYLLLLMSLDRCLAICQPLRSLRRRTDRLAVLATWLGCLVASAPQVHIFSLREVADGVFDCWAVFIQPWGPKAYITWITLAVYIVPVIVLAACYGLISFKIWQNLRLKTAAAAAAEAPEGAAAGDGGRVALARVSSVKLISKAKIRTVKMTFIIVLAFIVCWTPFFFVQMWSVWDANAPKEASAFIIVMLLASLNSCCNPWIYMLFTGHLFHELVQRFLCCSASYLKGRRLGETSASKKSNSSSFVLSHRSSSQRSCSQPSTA
OXTR potentiate: potentiates the human oxytocin receptor response | P30559 | CHO-OTR cells, Fluo-8 calcium fluorescence, potentiator mode; 0% = oxytocin EC15, 100% = EC100 | activation, % at 3 µM | 320,000 compounds, 0.061% hits;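 active = activation above that plate's cutoff, the mean activation of tested compounds plus 3 SD, cut at about 6.6% in these data, passing the limit was not always enough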;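 also: 100% uses oxytocin at 75 nM as the full agonist control; some results filed as inactive read as strong as hits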
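assay system = CHO-OTR cells, human receptor | schedule = compound 6 min at room temperature before oxytocin, 100 s read | detection = Fluo-8 intracellular calcium fluorescence, ex 470-495, em 515-575 nm | evaluation = normalized max/min fluorescence ratio, % activation | control set = EC15 oxytocin alone as 0%, 75 nM oxytocin (EC100) as 100%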
GalR3 antagonist: antagonists of human GalR3; O60755; HEK293 GalR3-CNG cAMP membrane potential fluorescence; galR3 body fused to GalR1 C-terminus; inhibition, % at 3 µM; 360,000 compounds, 0.44% hits;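 active = inhibition above the screen-wide average plus 3 SD, cut at about 13% in these data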;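 also: forskolin and galanin both at EC90 stimulate the cells; cAMP rise reported by CNG channel membrane potential dye signal; 0% = forskolin plus galanin with DMSO and 100% = forskolin alone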
MEKK2 mut-MEK5: signal of MEK5 binding to mutant human MEKK2 PB1 domain; AID 1530; bead flow cytometry, Alexa488-MEK5 binding to MEKK2 mutant; 290,000 compounds, 0.35% hits; percent response, % at 10 µM; in the data active = percent response above about 24%, passing the limit was not always enough; also: inactives centre near 1; some results filed as inactive read as strong as hits
GPR7 antagonist: antagonists of human GPR7 (neuropeptides B/W receptor 1) | 290,000 compounds, 1.1% hits | P48145 | AID 1861 | inhibition, % at 4.4 µM | GPR7-expressing cells, fluorescence antagonist assay; in the data active = inhibition above about 16%, passing the limit was not always enough;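 also: cells stimulated with the agonist NPW; 0% = agonist with vehicle and 100% = vehicle without agonist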
Numbers without * were called inactive; . = no result given; & = joins results of further samples; [ ] = dose if it differs, or a comment.

SMILES | MEKK2wt PB1 HTS | PfM18AAP inh | V1R ag counter | NALP1 yeast inh | OXTR ag | OXTR potentiate | GalR3 antagonist | MEKK2 mut-MEK5 | GPR7 antagonist
COc1cc(C(C(=O)NC(C)(C)C)N(C(=O)CNC(=O)c2cccs2)c2ccccc2)cc(OC)c1OC (configuration not stated) | 92 | -12 | 0.4 | 30 | -0.8 | -4 | -10 | 0 | -16
COC(=O)/C=C1/SC(=NC(=O)c2ccc(Cl)cc2)NC1=O | . | . | -0.1 | . | -0.4 | -3 | -2 | . | .
C=CCn1c(CNC(=O)c2cccs2)nnc1SCC(=O)c1ccc(Br)cc1 | 96 | 4 | 3.9 | -3 | 3.3 | -3 | -2 | 0 | -9
O=Cc1c(N2CCC3(CC2)OCCO3)nc2ccccn2c1=O | 93 | 0 | 1.1 | -6 | 0.4 | -8 | 0 | -7 | -20
CC(=O)c1c(C)[nH]c(C(=O)OC(C)C(=O)Nc2ccc(C)c(S(=O)(=O)N3CCOCC3)c2)c1C (configuration not stated) | . | . | 1.3 | . | 1.8 | -11 | -4 | . | .
COc1ccc(C(=O)N2c3ccc(F)cc3CCC2C)cc1OC (configuration not stated) | 113 | -5 | -0.6 | 15 | -1.9 | -12 | -2 | 8 | -3
O=C(NCCCNC(=O)c1ccco1)c1ccc(Cl)cc1 | 98 | 3 | -0.1 | 21 | -0.5 | -7 | -7 | -4 | -5
COc1cc(/C=N/Nc2snc(SC)c2C#N)cc(OC)c1OC | 97 | -2 | 1.9 | -5 | 2.2 | -16 | -1 | -1 | -13
CC(CC(=O)N1CCN(S(=O)(=O)c2ccc(Cl)cc2)CC1)n1cncn1 (configuration not stated) | 102 | 3 | 0.8 | -7 | -0.6 | 1 | -4 | 3 | -9
COc1ccc(-c2c3c(=O)n(C)c(=O)n(C)c3cn2-c2cc(OC)ccc2OC)cc1 | 111 | 8 | -1.2 | 4 | -1.9 | -25 | 18* | 6 | 2
CCc1cc(=O)oc2cc(C)cc(OC(C)C(=O)NCCN3CCOCC3)c12 (configuration not stated) | 110 | -6 | 1.0 | 19 | 1.1 | 3 | -8 | 8 | -9
CCOCCCN(C(=O)CNC(=O)c1ccco1)C(C(=O)NC1CCCC1)c1cccc(OC)c1 (configuration not stated) | 106 | -5 | 0.6 | 3 | 0.2 | -6 | -7 | 1 | -12
Cc1cc(-c2c(C)[nH]n(-c3ccccc3)c2=O)n(-c2ccccc2)n1 | 101 | 5 | 1.0 | 3 | -1.4 | -7 | -2 | 2 | -9
CCn1c(COc2cccc(C)c2)nnc1SCC(=O)N1CCCC1 | 96 | 0 | 0.4 | 28 | -0.5 | 4 | -5 | 1 | 17
COc1ccc(N(CC(=O)NC(C)(C)C)C(=O)CCC(=O)Nc2nccs2)c(OC)c1 | 101 | 8 | 1.0 | 14 | -0.8 | -17 | -8 | 1 | 13
COc1ccccc1Nc1nc(N)nc(CSC(=S)N2CCCCC2C)n1 (configuration not stated) | 98 | 3 | -0.5 | 16 | -1.5 | -5 | 5 | -1 | 0
COc1ccc(-c2nn(CCC#N)cc2C=C(C#N)C#N)cc1 | 107 | 1 | 0.2 | . | -0.2 | -6 | 5 | 3 | -3
Cc1ccc(C)c(OCC(=O)Nc2ccc3c(c2)OCO3)c1 | . | 5 | -0.3 | 33 | -1.2 | -6 | . | . | -2
O=C(O/N=C1\CCCc2ccccc21)c1cccc(Cl)c1 | 93 | -2 | 0.0 | . | 0.6 | 0 | -3 | 0 | 5
COc1ccc(C(=O)NCC(=O)N2CC=C(c3ccccc3)CC2)cc1OC | . | . | 0.4 | . | 0.2 | 2 | -7 | . | .
COc1ccc(/C=C/c2nc3ccccc3n2C)cc1 | 110 | 2 | -1.3 | 20 | -2.1 | 0 | -8 | 12 | -2
O=C(Nc1ccc(Cl)c(Cl)c1)Nc1ccc(N2CCCC2)c(S(=O)(=O)Nc2ccccc2Cl)c1 | 44*[inhibitor] | -10 | 0.0 | 21 | -1.1 | -5 | -1 | 44 | 5
COc1ccc(CNC(=O)CN(C(=O)CCC(=O)Nc2ccccn2)c2cccc(C)c2)cc1 | 91 | 2 | -0.5 | -8 | -1.3 | -12 | 13* | -10 | -7
COC(=O)c1cc(NC(=O)Nc2ccccc2OC)cc(C(=O)OC)c1 | 97 | -3 | -1.1 | 11 | -2.0 | -1 | -3 | 0 | -12
CC(C)(C)NC(=O)CSc1nnc(NC(=O)CCn2cnc3ccccc3c2=O)s1 | 96 | 6 | 1.5 | -4 | 0.6 | 4 | 0 | 1 | -13
COCCN(Cc1ccccc1)C(=S)Nc1ccc(Cl)cc1 | 101 | 1 | -0.6 | -11 | -1.8 | -11 | -5 | -7 | 6
CS(=O)(=O)N1c2ccccc2[C@]2([C@@]34C[C@H]5C(=O)N[C@@H](Cc6ccccc6)C(=O)N5[C@@H]3N(S(C)(=O)=O)c3ccccc34)C[C@H]3C(=O)N[C@@H](Cc4ccccc4)C(=O)N3[C@H]12 | 102 | . | 0.2 | . | -1.3 | -22 | 2 | 1 | .
CC(=O)Nc1cccc(N2C(=O)CC(Cc3ccccc3)C2=O)c1 (configuration not stated) | 98 | -2 | -1.0 | 11 | -0.4 | -8 | -6 | 3 | -5
COc1ccc(NC(=O)C2C3C=CC(C3)C2C(=O)NCc2ccccn2)c(OC)c1 (configuration not stated) | 110 | -5 | 0.3 | -1 | -1.2 | -16 | 8 | 14 | -14
CC(C)(C)[C@H]1C=C(C(=O)NC2CC2)O[C@@H](OCc2ccc(CO)cc2)C1 | 70 | 4 | 0.0 | -4 | -2.1 | -8 | -1 | 4 | 2
Cc1ccc2c(=O)cc(C(=O)NCCc3ccc(S(N)(=O)=O)cc3)oc2c1C | 104 | -1 | 0.6 | -1 | -0.3 | -11 | -8 | 7 | -15
CCOc1ccc(S(=O)(=O)N2CCN(C(=O)c3ccc(C)c(S(=O)(=O)N4CCOCC4)c3)CC2)cc1 | . | . | 10 | . | 0.9 | -8 | -6 | . | .
C/C(=N/O)c1ccc(N2C(=O)C3C4C=CC(C3C2=O)C2C3C(=O)N(c5ccc(/C(C)=N/O)cc5)C(=O)C3C42)cc1 (configuration not stated) | 92 | -4 | 1.5 | 4 | 1.1 | -1 | -4 | -7 | 10
CC(=O)Nc1ccc2c(c1)N(C(C)=O)c1ccccc1CC2 | 94 | 1 | 0.7 | 0 | -0.2 | 0 | -2 | -3 | 0
CCN(CC)C(=O)c1ccc(COc2ccccc2Cl)o1 | 106 | -5 | 1.4 | 1 | -0.4 | -7 | -9 | 8 | 0
Cc1c(CN2CCC(n3nccc3NC(=O)CCc3ccccc3)CC2)cnn1C | 101 | 3 | 0.0 | 6 | -1.1 | -2 | -3 | -1 | 0
CN1N=C(C(=O)Nc2ccc3c(c2)CCC3)CCC1=O | 93 | 1 | 0.6 | 7 | 0.1 | -10 | -7 | -7 | -1
O=C(NCCCN1CCOCC1)c1cccc(S(=O)(=O)Nc2cc(Cl)ccc2Cl)c1 | 107 | -6 | 0.6 | 13 | 0.7 | 2 | -5 | 3 | -6
CC(C)n1nnnc1SCC(=O)Nc1ccccc1F | 100 | -2 | 1.0 | 14 | 0.4 | -4 | -9 | 1 | -7
CCOc1ccc(OCC)c(S(=O)(=O)NCc2ccc3c(c2)OCO3)c1 | 109 | . | -0.2 | 14 | -2.0 | 3 | . | 2 | .
N#CCSc1nccc(/C=C/c2ccccc2)n1 | 92 | -10 | -0.6 | 12 | -1.3 | -7 | -2 | -16 | -5
Cc1ccnc(NS(=O)(=O)c2ccc(NC(=O)Cc3ccc(Cl)cc3)cc2)n1 | 104 | -9 | 1.4 | 7 | -0.3 | -9 | -10 | 6 | -6
CC(C)CC1Nc2ncnc(N3CCN(c4ccccn4)CC3)c2N(Cc2ccc(Cl)cc2)C1=O (configuration not stated) | . | . | 0.3 | . | -0.7 | -1 | -4&-5 | . | .
COc1cc(C(=O)N(C)CCOc2ccccc2)ccc1OCC(=O)Nc1cccc(C(F)(F)F)c1 | . | . | 7.3 | . | 4.0 | -12 | -4 | . | .
Cc1ccc(C)c(N(C(=O)c2csnn2)C(C(=O)NC2CCCC2)c2cccnc2)c1 (configuration not stated) | 103 | -5 | -0.3 | 17 | -0.2 | -2 | 2 | 0 | -11
COC(=O)c1cc(S(=O)(=O)N2CCN(C(=O)c3ccco3)CC2)cn1C | 100 | -6 | 0.2 | 23 | 0.4 | -3 | 7 | -1 | -16
Cc1cc(C)n2ncc(C(=O)Nc3ccc4c(c3)OCO4)c2n1 | 101 | -12 | -1.6 | -8 | 0.0 | -8 | -2 | 3 | -2
CC(Oc1ccc2cc(-c3ccccc3)c(=O)oc2c1)C(=O)NCC1CCC(C(=O)O)CC1 (configuration not stated) | 107 | 4 | 0.7 | 12 | 2.0 | -4 | -7 | 7 | 0
CC(C)n1cc(C(=O)c2ccccc2O)cc(C#N)c1=O | 101 | 2 | 2.0 | 4 | 2.1 | 0 | 3 | -2 | 5
CCc1ccc(NC(=O)c2cnc(SC)nc2C)cc1 | 103 | -2 | . | 13 | . | . | -11 | -1 | -9
O=S(=O)(c1cccc2nsnc12)N1CCNCC1 | 98 | 2 | 0.6 | -3 | 0.4 | -2 | -7 | 2 | -3
COc1cccc(N2CC(C(=O)Nc3c(C)cccc3C)CC2=O)c1 (configuration not stated) | 95 | -10 | -0.2 | 2 | -0.2 | -8 | 0 | -9 | -2
CN(CC(=O)Nc1ccccc1Cl)C(=O)CSc1nncs1 | . | . | 0.7 | . | 1.1 | -7 | -2 | . | .
CC(C)c1ccc(NC(=O)CNC(=O)Cn2cnc3ccccc3c2=O)cc1 | 105 | -1 | 1.8 | -9 | -0.1 | -5 | -2 | 5 | -7
c1ccc(CNc2ncnc3c2cnn3Cc2ccccc2)cc1 | 96 | -2 | 21* | 2 | 25* | -13 | -8 | -4 | 28*
COc1cccc(N/C(SCc2cccc([N+](=O)[O-])c2)=C(/C#N)C(=O)NCc2cccs2)c1 | 93 | -8 | 0.2 | 23 | 1.0 | -7 | 0 | -3 | -3
Cc1ccc(C(=O)Nc2nc(-c3ccccn3)cs2)s1 | . | . | 4.0 | . | 0.3 | -5 | -3 | . | .
CN(C)CCN(C(=O)C1CCN(S(=O)(=O)c2cccs2)CC1)c1nc2c(F)cccc2s1 | . | . | -1.4 | . | 1.1 | -14 | -1 | . | .
O=C(O)C1CCC(=O)N1C1c2ccccc2Oc2ccccc21 (configuration not stated) | 109 | -12 | 0.3 | -9 | 1.4 | -4 | 2 | 3 | -15
COc1ccc(NC(=O)CN(C)C(=O)c2cccnc2Sc2ccc(C)c(C)c2)cc1 | . | . | -0.3 | . | -0.9 | -17 | -3 | . | .
